Source: PubChem
RmlC RmlD mix: RmlC and RmlD coupled enzyme inhibitors, primary screen, biochemical, 384-well, compound mixtures, retest; RmlC/RmlD coupled enzyme inhibition, 384-well mixture HTS; inhibition, % at 5.5 µM; 110,000 compounds, 0.39% hits; AID 1532, 2009; in the data active = inhibition above about 30%, passing the limit was not always enough; note: strong numbers were not always called active
HIV RNase H inh: HIV-1 RT RNase H inhibitors, primary screen, biochemical, fluorescence; 65,000 compounds, 1.9% hits; inhibition, % at 10 µM; RT-RNase H RNA/DNA duplex cleavage; in the data active = inhibition above about 50%
* = called active by the depositor; . = not tested or not shown; & = joins results of further samples.

SMILES	RmlC RmlD mix	HIV RNase H inh
CCOC(=O)Nc1cccc(OCC(=O)Nc2ccccc2OCC)c1	-6	.
N#CCC(N)=C(C#N)C#N	6	.
COc1ccc(OC(=O)c2cc(S(=O)(=O)N3CCCC3)ccc2Cl)cc1	-48	.
COc1ccc(CNC(=S)Nc2ccccc2C)cc1	67	.
Cn1c(=O)c2c(nc(NCC3CCCO3)n2Cc2cccc(Br)c2)n(C)c1=O (configuration not stated)	2	.
COc1ccc(N2COC3c4cccc5cccc(c45)C32)cc1 (configuration not stated)	-9	.
C/C(=N\NC(=S)NCCc1ccccc1)c1ccc(C)cc1	23	.
COc1ccc2c(c1)CCc1c(C(=O)N3CCCc4ccccc43)noc1-2	4	-23
Cc1ccc(-c2cc(-c3nnc(SCC(=O)NC(C)C(C)C)n3N)c3ccccc3n2)cc1 (configuration not stated)	11	.
COc1cccc(-c2nnc(SCC(=O)Nc3ccc4c(c3)OCCO4)n2Cc2ccco2)c1	5	-15
N=c1sc2c(n1Cc1ccccc1)CCCC2	-9	4
CC(C)(C)CC(C)(C)NC1=CC(=O)OC12CCCCC2	-12	.
COc1ccc(OC)c(-n2cnnn2)c1	7	-10
CC(C)N(C(=O)CSc1nnc(CNc2ccc(F)cc2)o1)C(C)C	6	.
Cn1c(=O)c2c(nc(Br)n2CC(=O)C23CC4CC(CC(C4)C2)C3)n(C)c1=O	-14	-12
CCCOc1ccc(N2C(=O)CC(N3CCN(c4ccccc4F)CC3)C2=O)cc1 (configuration not stated)	11	9
N#Cc1c(NC(=O)CSc2ccccn2)oc(-c2ccccc2)c1-c1ccccc1	4	.
COc1cccc(-c2cc3c(=O)n(-c4ccccc4)c(=S)[nH]c3s2)c1	10	.
Cc1ccc(S(=O)(=O)C2(C(=O)Nc3cccnc3)CC2)cc1	61	-5
COCC(=O)Nc1ccc(N(C)C)cc1	3	3

For reference, 18 of the compounds above.
SMILES	RmlC RmlD mix	HIV RNase H inh
CCOC(=O)Nc1cccc(OCC(=O)Nc2ccccc2OCC)c1	-6	.
N#CCC(N)=C(C#N)C#N	6	.
COc1ccc(OC(=O)c2cc(S(=O)(=O)N3CCCC3)ccc2Cl)cc1	-48	.
COc1ccc(CNC(=S)Nc2ccccc2C)cc1	67	.
Cn1c(=O)c2c(nc(NCC3CCCO3)n2Cc2cccc(Br)c2)n(C)c1=O (configuration not stated)	2	.
COc1ccc(N2COC3c4cccc5cccc(c45)C32)cc1 (configuration not stated)	-9	.
C/C(=N\NC(=S)NCCc1ccccc1)c1ccc(C)cc1	23	.
COc1ccc2c(c1)CCc1c(C(=O)N3CCCc4ccccc43)noc1-2	4	-23
Cc1ccc(-c2cc(-c3nnc(SCC(=O)NC(C)C(C)C)n3N)c3ccccc3n2)cc1 (configuration not stated)	11	.
COc1cccc(-c2nnc(SCC(=O)Nc3ccc4c(c3)OCCO4)n2Cc2ccco2)c1	5	-15
N=c1sc2c(n1Cc1ccccc1)CCCC2	-9	4
CC(C)(C)CC(C)(C)NC1=CC(=O)OC12CCCCC2	-12	.
COc1ccc(OC)c(-n2cnnn2)c1	7	-10
CC(C)N(C(=O)CSc1nnc(CNc2ccc(F)cc2)o1)C(C)C	6	.
Cn1c(=O)c2c(nc(Br)n2CC(=O)C23CC4CC(CC(C4)C2)C3)n(C)c1=O	-14	-12
CCCOc1ccc(N2C(=O)CC(N3CCN(c4ccccc4F)CC3)C2=O)cc1 (configuration not stated)	11	9
N#Cc1c(NC(=O)CSc2ccccn2)oc(-c2ccccc2)c1-c1ccccc1	4	.
COc1cccc(-c2cc3c(=O)n(-c4ccccc4)c(=S)[nH]c3s2)c1	10	.

Later entries
SMILES	RmlC RmlD mix	HIV RNase H inh
Cc1cccc(N(CC(=O)NCCSCc2ccco2)S(=O)(=O)c2ccccc2)c1	-12	.
CC1CN(S(=O)(=O)c2ccc(NC(=O)CCCN3C(=O)c4ccccc4C3=O)cc2)CC(C)O1 (configuration not stated)	8	-2
Cc1ccc2cn[nH]c2c1NC(=S)NC(=O)c1ccccc1	-7	.
COc1ccccc1C(=O)N1CCc2ccccc21	-7	-32
O=C(Nc1cccc(Br)c1)c1ccc(Cl)c(S(=O)(=O)N2CCOCC2)c1	9	.
Cc1occc1-c1nnc(SCC(=O)N2c3ccccc3CCc3ccccc32)n1C	2	-1
CC(NS(C)(=O)=O)C(c1cccs1)N1CCN(c2ccc(F)cc2)CC1 (configuration not stated)	19	1
Cc1cccc(NC(N)=S)c1	10	.
Cc1ccc(C(=O)Cn2nnc3ccccc32)cc1C	8	.
O=S1(=O)C=C(SCc2ccc(Cl)c(Cl)c2)Nc2ccccc21	10	.
COc1ccc(Nc2nc(N)nc(CSc3nnc(C)s3)n2)cc1	-2	.
CCOC(=O)C1CCN(C(c2ccccn2)c2c(C)[nH]c3ccccc23)CC1 (configuration not stated)	-3	.
O=C(CN(Cc1ccccc1)C(=O)c1ccco1)NCc1ccc(F)cc1	16	-4
COc1ccc(NC(=O)C(=O)N/N=C/c2cc(C)n(-c3cccc(Cl)c3Cl)c2C)c(OC)c1	0	.
O=C1CN=C(c2ccccc2)c2oc3ccc(Br)cc3c2N1	13	2
Cc1cc(NC2C3CC4CC(C3)CC2C4)n2nnnc2n1 (configuration not stated)	1	-3
CC(NC(=O)c1ccc(F)cc1)c1nc2ccccc2n1Cc1ccccc1F (configuration not stated)	6	.
COC(=O)Cc1c(O)ccn(Cc2cccc3ccccc23)c1=O	6	.
Nc1ccnc(C(F)(F)F)c1C(=O)c1ccccc1	-7	-28
CN1CCN(CC(=O)Nc2ccc(Cl)cc2Cl)CC1	-15	-4
CCOc1ccc2c(C)nc(NC3=NC(C)(C)C=C(C)N3)nc2c1	19	-2
Cc1ccc(C)c(NS(=O)(=O)c2cc(C(=O)NCCSC3CCCCC3)ccc2C)c1	-3	.
COC(=O)c1sc(N)c(C(=O)OC)c1CSc1nnc(-c2ccccc2Cl)n1C	5	-8
COc1ccc(C2(CNC(C)=O)CCCC2)cc1OC	-10	-6
O=C(Cn1nc(Cc2cccnc2)c2ccccc2c1=O)NCc1ccc2c(c1)OCO2	1	-21
CC1(C)CC(=O)C=C(Nc2ccc(Br)cn2)C1	-10	-2
Cc1c(/C=N/N=C2\CCC3C4CCc5cc(O)ccc5C4CCC23C)cnn1C (configuration not stated)	-4	.
COc1ccc(O)c(C(=O)c2cc(C#N)c(=O)n(CCN3CCOCC3)c2)c1	13	1
CC(=O)N1N=C2C3CCN(CC3)C2C1c1cccc2ccccc12 (configuration not stated)	12	.
CCOc1ccc(C2=NNC(c3cccs3)=Nc3ccc(OC)cc32)cc1OCC	-9	.
Cc1cc(N2CCOCC2)n2nc(-c3cccc(F)c3)cc2n1	-12	0
O=C(CCC1COc2ccccc2O1)Nc1ncccc1O (configuration not stated)	-5	-3
Cc1[nH]c(=O)[nH]c(=O)c1/C=N/NC(=O)[C@@H](NC(=O)OC(C)(C)C)C(C)C	-2	.
COc1ccc(-c2nc(N3CCOCC3)nc3nn4c(C)c(CCC(=O)O)c(C)nc4c23)cc1	.	-16
CCOC(=O)C1=C(CSc2nc(C)cc(C)c2C#N)OC(N)=C(C#N)C1c1cccs1 (configuration not stated)	-7	-50
CCC(C)COC(=O)c1ccc(C(=O)O)cc1 (configuration not stated)	.	-5
CCC(Nc1nc(-c2ccccc2)nc2ccccc12)C(=O)O (configuration not stated)	10	.
CCOC(=O)C(C)n1cnc2sc(C)c(C)c2c1=O (configuration not stated)	-19	.
CC(C)c1nc2sc3c(c2c(=O)o1)CCCC3	0	-12
NC(=O)c1ccccc1OCCOCCOCCOc1ccccc1C(N)=O	-5	2
CCOC(=O)c1c(C)nc2c(c1-c1ccc(OC)cc1)C(=O)CC(C)(C)C2	0	.
CSc1nc2nc3c(c(=O)n2[nH]1)CCC3	4	.
CC(C)(C)c1ccc(OCCN2CCCC2)cc1	5	-3
COc1ccccc1/C=C\C=N\n1c(C2CCCCC2)n[nH]c1=S	7	.
CC(C)(C)[C@@H]1C=C(C(N)=O)O[C@H](OCCCCO)C1	-10	.
Cc1ccc(C2CC(c3ccccc3C)n3nc(N)nc3N2)cc1 (configuration not stated)	7	-3
CCCC(=O)Nc1ccc(C(=O)Nc2cc(C(F)(F)F)ccc2Cl)cc1	18	.
CC1=C(C(=O)Nc2cccnc2)C(c2cccnc2)n2nc(-c3cccs3)nc2N1 (configuration not stated)	-9	-4
COc1ccc2c(c1)c(=O)c(Br)c(C)n2Cc1ccccc1	4	-15
COc1ccc(OCC(=O)Nc2ccccc2O)cc1	8	.
Next section.
SMILES	RmlC RmlD mix	HIV RNase H inh
Oc1c(C(c2cccs2)N2CCN(c3ccccc3)CC2)sc2ncnn12 (configuration not stated)	-6	-5
O=S(=O)(c1ccccc1)c1cnn(-c2ccccc2)c1-c1ccc(Cl)cc1	9	.
CN(C)CCCNc1oc(-c2cccc(Cl)c2)nc1C#N	23	-12
CCCN(CCC)CCCNC(=O)c1cc2cc3ccc(OC)cc3nc2o1	.	-22
Cc1ccc(/C=N/n2c(-c3cccs3)n[nH]c2=S)cc1	6	.
O=C(Cc1ccccc1)N/N=C/c1ccccc1Cl	-4	.
CCCS(=O)(=O)N1CCC(C(=O)NCCN(CC)c2ccccc2)CC1	-9	-8
COC(=O)C1=C(C)NC(=O)CC1c1cc2c(cc1Br)OCO2 (configuration not stated)	.	-12
COc1ccc(C(=O)Nc2cccnc2)cc1S(=O)(=O)N1CCOCC1	-29	-5
CS(=O)(=O)N(CC(=O)O)c1ccc2c(c1)OCO2	-9	-3
c1ccc2[nH]c(NCCN3CCOCC3)nc2c1	6	-16
O=c1c2ccccc2c2c(O)nc(-c3ccccc3)n2n1Cc1ccccc1	5	.
C/C(=N/NC(N)=S)c1ccccc1[N+](=O)[O-]	-1	.
Cc1ccccc1Oc1ccc(Oc2ccccc2C)nn1	-2	-10
CN(C(=O)CSc1nnc(N)s1)c1c(N)n(Cc2ccccc2)c(=O)[nH]c1=O	9	.
COC(=O)c1[nH]c2c(c1C)C(=O)CCC2	7	11
CC1CCN(Cc2csc(N)n2)CC1	6	.
COc1ccccc1N=Cc1nc(-c2ccccc2)oc1OC(C)=O	-5	-3
COC(=O)Cc1csc(N)n1	10&4	-9
COc1cccc(C(=O)Nc2ccc3nc(N4CCN(c5ncccn5)CC4)cc(C)c3c2)c1OC	-15	.
CC(CCc1ccccc1)NC(=O)C1CCN(S(=O)(=O)c2cnc[nH]2)CC1 (configuration not stated)	-29	-15
Cc1noc(NS(=O)(=O)c2ccc(N3Cc4ccccc4C3=O)cc2)c1C	2	-7
Cc1ccc(N(Cc2ccccc2F)S(C)(=O)=O)cc1C	9	.
O=C1c2oc3ccc(F)cc3c(=O)c2C(c2cccc(O)c2)N1CCCN1CCOCC1 (configuration not stated)	-32	17
C=CCc1ccc(OCCOCCNCCCC)c(OC)c1	14	.
C=CCN(CC=C)S(=O)(=O)c1ccc(NC(=S)NC(=O)/C=C/c2cccc3ccccc23)cc1	20	.
O=C(COC(=O)c1ccco1)c1ccc2ccccc2c1	2	.
CN(C)/C=C(\C#N)C(=O)c1cccnc1Oc1ccc(F)cc1F	-13	.
Cc1ccc(C)c(-n2c(CNC(=O)c3ccco3)nnc2SCC(=O)Nc2nccs2)c1	.	-10
COc1cccc(OCCOc2c(OC)cccc2OC)c1	-11	-10
COc1ccc(-c2cc3nc(C)cc(C)n3n2)cc1	-5	.
CCOc1ccc(/C(O)=C2/C(=O)C(=O)N(c3nc(C)c(C)s3)C2c2ccco2)cc1 (configuration not stated)	4	33
CCCCCc1cc(=O)oc2c(C(CCN3CCCC3)c3cc(OC)c(OC)c(OC)c3)c(OC)cc(OC)c12 (configuration not stated)	9	.
O=C(NCC1(N2CCOCC2)CCCCC1)c1ccc(Cl)c(S(=O)(=O)NCc2ccco2)c1	7	12
CCOC(=O)C1=C(C)N(c2ccccc2)C(=O)C1	-16	.
c1cncc(-c2nc(-c3ccc4c(c3)OCO4)cs2)c1	2	-42
CCOC(=O)c1cc(-c2ccc(C)cc2)n(CCC(=O)NCCCOC)c1C	2	.
O=C(c1cc(-c2ccccc2)on1)N1CCN(Cc2ccc3c(c2)OCO3)CC1	-5	-5
Nc1nc(CN2CCN(c3cccc(Cl)c3)CC2)nc(N2CCCc3ccccc32)n1	4	-10
CCn1c(SCC(=O)OC)nnc1C1CCCCC1	4	.
CC1(C)CNC(=O)c2sc(NC(=O)CN3CCOCC3)nc2C1	-8	-4
CCCCC1=CC2=C(c3ccco3)C(=O)C(C)(OC(=O)c3ccc(OC)cc3)C(=O)C2=CN1Cc1ccco1 (configuration not stated)	18	.
Cc1ccc(C(=O)Nc2nc(C(C)(C)C)cs2)s1	2	.
O=C(Nc1ccc(Cl)cc1)N(Cc1cccnc1)Cc1ccco1	-19	-1
COC(=O)[C@H]1C2CCC(C(=O)OC)(CC2)[C@H]1C(=O)OC	-6	-6
CN(C)C(=O)c1cc(F)ccc1Sc1cc(Cl)ccc1Cl	-7	.
COc1cc2c(OC(C)=O)c3c(c(-c4ccc5c(c4)OCO5)c2cc1OC)C(=O)OC3	14	.
CCCCN1C(=O)CCC(C(=O)O)C1c1ccccc1 (configuration not stated)	-7	.
COCCCNCCCOc1ccc(Cl)cc1Br	-12	.
COc1ccc(C)cc1NC(=O)CN1C(=O)c2ccccc2S1(=O)=O	-11	-14
More results
SMILES	RmlC RmlD mix	HIV RNase H inh
O=C(Nc1ccccc1)NC1CS(=O)(=O)CC1O (configuration not stated)	36	2
CCOC(=O)c1ccc(-n2c(N)c(C(=O)NCC3CCCO3)sc2=S)cc1 (configuration not stated)	-9	.
Brc1ccc(-c2csc(/N=C/N3CCOCC3)n2)cc1	22	-16
Cc1ccc(CSc2nnc(CS(=O)Cc3ccc(Cl)cc3Cl)n2C)cc1 (configuration not stated)	13	.
CC1(c2nnc(-c3cccc(Cl)c3)o2)CC(c2ccc(Br)cc2)=NO1 (configuration not stated)	-12	.
Cc1ccc(CNc2oc(C)nc2C#N)cc1	-3	.
CC(C)CC1(C(=O)NCc2cc(F)cc(C(F)(F)F)c2)C=CCN1C(=O)c1ccccc1 (configuration not stated)	7	.
Cc1cc(-n2c(C)cc(C(=O)CN3C(=O)NC4(CCCCC4)C3=O)c2C)no1	7	2

The list is partial. The share of hits here may be higher or lower than overall.
